# FUS suppressor = suppressors of FUS proteinopathy in yeast | S. cerevisiae FUS-expressing, growth rescue, OD600, 24 h | hit rate 0.24% among 390,000 | Potency, µM (highest dose often 76.6 µM), without a hit: top-dose growth rescue (activation), most hits filed as activators;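 also: potency is read from the fitted curve at half-maximal effect; plate controls were DMSO vehicle for no effect and reference control for full effect; nearly all actives have a fitted effect of over 55% in size; some results filed as inactive show a strong effect at the top dose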
#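 Steps: raffinose overnight preculture; dilution to OD 0.005 in 2% galactose minimal medium; compound addition (concentration series); 24hr at 30C, 99% humidity; absorbance read at 600 nm.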
# TDP43 rescue = TDP-43 toxicity inhibition in yeast. hit rate 1.8% among 410,000. Potency, µM (doses to about 46.1 µM), inactives show at the highest dose growth rescue (activation), most hits filed as activators. TDP-43 expressing yeast growth rescue, BacTiter-Glo, 24 h; also: potency is read from the fitted curve at half-maximal effect; % of control where 0% means no effect; nearly all actives have a fitted effect of over 50% in size
#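 Growth rescue of TDP-43-toxic yeast measured as ATP luminescence (BacTiter-Glo). Cells grown to mid-log in raffinose, induced in galactose at OD600=0.02, exposed to compound 24 hr at 30 deg C.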
# PTHR1 ag = agonists of human PTHR1 parathyroid hormone receptor; HEK293 GP2 PTHR1 cells, GloSensor cAMP luminescence, 1 h; Potency, µM (highest dose often 115 µM), for inactives: top-dose activation, hits mostly activators; hit rate 0.075% among 410,000; also: potency is read from the fitted curve at half-maximal effect; nearly all actives have a fitted effect of over 55% in size; some results filed as inactive show a strong effect at the top dose; inactives centre near -15; many of its hits are not listed in these tables
# Target sequence (Q03431 whole entry, looked up): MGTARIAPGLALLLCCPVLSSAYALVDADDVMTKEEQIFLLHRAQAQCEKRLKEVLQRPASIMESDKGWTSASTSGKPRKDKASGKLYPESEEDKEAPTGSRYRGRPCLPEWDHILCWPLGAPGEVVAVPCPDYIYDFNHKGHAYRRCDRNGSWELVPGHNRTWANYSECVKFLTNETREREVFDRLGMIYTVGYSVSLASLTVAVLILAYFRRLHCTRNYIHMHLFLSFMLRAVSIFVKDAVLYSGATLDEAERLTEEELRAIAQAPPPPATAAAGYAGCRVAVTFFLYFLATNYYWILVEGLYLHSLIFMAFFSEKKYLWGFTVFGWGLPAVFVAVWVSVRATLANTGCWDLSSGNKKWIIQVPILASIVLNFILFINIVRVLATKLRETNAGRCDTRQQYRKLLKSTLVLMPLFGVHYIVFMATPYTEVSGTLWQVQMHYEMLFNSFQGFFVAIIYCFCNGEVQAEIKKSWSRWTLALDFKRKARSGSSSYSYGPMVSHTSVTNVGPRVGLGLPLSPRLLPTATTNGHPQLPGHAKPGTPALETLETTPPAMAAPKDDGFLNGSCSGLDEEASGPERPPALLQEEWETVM
#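 HEK-293-derived GP2 cells expressing PTHR1 and a GloSensor cAMP reporter, 3,000/well, plated overnight, given luciferin plus IBMX (each 0.5 mM as added) for 1 h at 37 °C, then compound for 1 h at 37 °C. Luminescence was read after 15 min at room temperature.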
# GLP1R ag = activates the human GLP-1 receptor. Potency, µM (series often up to 45.6 µM), without a hit: at the top dose activation, usual class: activators. HEK293 GLP-1R CRE-luciferase, luminescence, 4-6 h; cells express a hypersensitive GLP-1R form. P43220. hit rate 0.007% among 380,000. AID 624172; also: potency is read from the fitted curve at half-maximal effect; % of control where 0% means no effect
# Target sequence (P43220 whole entry, looked up): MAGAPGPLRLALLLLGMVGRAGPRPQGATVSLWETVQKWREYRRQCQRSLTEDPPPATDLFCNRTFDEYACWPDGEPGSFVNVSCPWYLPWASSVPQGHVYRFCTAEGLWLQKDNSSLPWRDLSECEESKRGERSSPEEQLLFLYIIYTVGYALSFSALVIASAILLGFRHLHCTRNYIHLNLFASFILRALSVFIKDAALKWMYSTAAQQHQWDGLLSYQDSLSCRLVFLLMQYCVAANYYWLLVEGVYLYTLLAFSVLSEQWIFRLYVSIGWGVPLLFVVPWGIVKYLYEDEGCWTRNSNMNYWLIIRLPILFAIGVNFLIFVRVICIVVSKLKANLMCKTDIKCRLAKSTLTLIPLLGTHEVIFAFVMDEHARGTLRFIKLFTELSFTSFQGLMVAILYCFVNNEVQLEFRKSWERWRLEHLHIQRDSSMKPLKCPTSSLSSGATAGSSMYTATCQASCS
# Akt phos inh = Akt phosphorylation inhibition; activity change, % for hits at 50 µM; Neuro2A IGF-stimulated pAkt S473 HTRF, 20 min; stronger effect = lower value; hit rate 0.32% among 360,000; in the data active = activity change below about -80%; inconclusive = mostly about -51% to -80%; also: % is scaled to controls: 0 for no effect and ±100 for the full control effect
#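 Neuro2A cells (4,500/well, DMEM with 0.5% FBS) were treated with compound at a single 50 µM final concentration, stimulated with 6 nM IGF for 20 min at 37 °C, and lysed. Phospho-Akt Ser473 was read by HTRF as 665/615 ratio ×10^4.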
# aSyn rescue = inhibitors of alpha-synuclein toxicity in yeast. Yeast expressing alpha-synuclein, growth rescue, BacTiter-Glo, 24 h. Potency, µM (top dose mostly 46.1 µM), inactives show at the top dose growth rescue (activation), hits mostly activators. hit rate 0.14% among 370,000; also: potency is read from the fitted curve at half-maximal effect; % of control where 0% means no effect; nearly all actives have a fitted effect of over 65% in size
#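 Readout is rescue of growth in alpha-synuclein-expressing yeast, so inhibitors of toxicity appear as activators. Growth after 24 hr at 30 deg C in galactose medium is quantified by luminescence.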
# DRD3 antagonist = blocks the human D3 dopamine receptor; P35462; D3R cells, DiscoveRx beta-arrestin luminescence, antagonist mode; stronger effect = lower value; hit rate 2.5% among 360,000; AID 652054; max response, negative = inhibition, %; in the data active = max response below about -50%; inconclusive = no clear call, values can overlap the other calls; also: % is scaled to controls: 0 for no effect and ±100 for the full control effect; mostly tested at two doses, the higher about 12 µM
#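 Cells plated overnight at 1500 cells/well, then exposed to library compounds with dopamine controls for 90 minutes at 37 degrees C. DiscoveRx reagent added for 30–60 minutes at room temperature; luminescence read, quantitative HTS format.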
# Abeta rescue = restores growth of yeast expressing A-beta42 peptide. hit rate 0.063% among 410,000. Potency, µM (top dose mostly 46.1 µM), for the others: at the highest dose growth rescue, usual class: activators. yeast expressing A-beta42, growth rescue, OD600, 48 h; response scale: 0% DMSO, 100% iron-clioquinol control; also: potency is read from the fitted curve at half-maximal effect; nearly all actives have a fitted effect of over 55% in size
#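 Yeast growth medium received pinned compounds, then yeast cells expressing toxic A-beta were added; plates incubated at 30 C for 48 hr. Growth read as absorbance at 600 nm, normalized to DMSO and equimolar FeCl3 plus clioquinol controls.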
# GLP1R inv ag = GLP-1 receptor (human) inverse agonism; P43220; HEK293 GLP-1R CRE-luciferase, luminescence, 24 h; GLP-1R form is constitutively active; Potency, µM (series often up to 38.3 µM), for the others: at the highest dose activity change, negative = inhibition, most hits filed as inhibitors; hit rate 1.6% among 410,000; AID 624417; also: potency is read from the fitted curve at half-maximal effect; % is scaled to controls: 0 for no effect and ±100 for the full control effect; nearly all actives have a fitted effect of over 55% in size
#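 Inverse agonists were sought by their lowering of basal cAMP reporter luciferase output in HEK293 cells stably carrying constitutively active human GLP-1R, after 24 h compound treatment.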
# Active calls of the source: *; i = inactive; ? = inconclusive; nt = no result given; [ ] = dose if it differs, or a comment. Unless noted, calls follow the shape of the dose curve; as a rule, active = well fitted curve in the direction sought with a large enough effect; inconclusive = small, poorly fitted or top-dose-only effect, or another doubt; inactive = no such curve, though single readings can be large; an effect the other way counts as inactive or inconclusive. Not all compounds are listed, so the mix of outcomes need not match the whole.
SMILES,FUS suppressor,TDP43 rescue,PTHR1 ag,GLP1R ag,Akt phos inh,aSyn rescue,DRD3 antagonist,Abeta rescue,GLP1R inv ag
CCc1nc2c(OCc3ccccc3C)cccn2c1N(C)C(=O)c1ccco1,6%,17%,-11%,12%,i,-5%,-19,-10%,-26%
NS(=O)(=O)c1ccc(NS(=O)(=O)c2ccc3c(c2)OCCO3)cc1,-3%,2%,-24%,4%,i,2%,2,-5%,14%
CC(C)CN(C(=O)C1CC1)c1c(N)n(Cc2ccccc2)c(=O)[nH]c1=O,8%,-24%,i,2%,i,-1%,2,-4%,26%
COc1ccc(C)cc1NC(=O)CSc1nnc(-c2ccc(OC)c(OC)c2)n1N,2%,-4%,i,18%,i,0%,10,-8%,85%[activator]
O=C(/C=C/c1ccccc1)NNc1ccc(Cl)cc1,5%,-16%[0.397 µM],i,7%,i,9%,-7,4%,?
CC(C)Sc1nc(N)nc(-c2cccs2)c1C#N,-36%,18µM*,-31%[inhibitor],?,i,0%,17,-4%[9.22 µM],38%[activator]
COc1cccc(N/C(N)=N/c2nc(C(F)(F)F)cc(C(F)(F)F)n2)c1,-37%,17%,-9%,3%,i,0%,3,3%,?
COc1ccccc1NC(=O)NC1CCCc2ccccc21 (stereo unspecified),-8%,6%,-3%,12%,i,6%,7,11%,?
O=C(NC1CCN(C(=S)NCc2ccco2)CC1)NC12CC3CC(CC(C3)C1)C2,58%,-14%,9%[57.5 µM],1%,i,-4%,-24,-3%,?
Cc1nc(SCC(=O)OC(C)(C)C)c2c3c(sc2n1)CCCC3,-23%,19%,i,nt,nt,nt,nt,3%,4%
Cn1c(=O)c2[nH]c(=O)cnc2n(C)c1=S,21%,15%,9%,3%,i,-2%,4,16%,18%
COc1cc2c(cc1OC)C(C)N(C(=O)c1ccc(Br)o1)CC2 (stereo unspecified),nt,13%,-41%[inhibitor],-1%,i,3%,-14,-26%,28%
CCN1CCN(c2ncc3c(n2)CCN(CC(C)C)C3)CC1,-16%,15%,i,nt,nt,nt,nt,-5%,-18%
Cc1ccc(S(=O)(=O)N2CCN(C(=O)CN3C(=O)NC4(CCOc5ccccc54)C3=O)CC2)cc1 (stereo unspecified),30%,-14%,i,2%,i,-1%,-21,-5%,-6%
O=C1[C@@H]2Cc3c([nH]c4ccccc34)C(c3ccc([N+](=O)[O-])cc3)N2C(=O)CN1C1CC1 (stereo partly specified),?,13%,-4%,-1%,i,-1%,-5,-10%,?
O=c1cc(-c2ccccc2)nc(SCc2ccc(F)cc2)[nH]1,-23%,22%,-7%,-1%,i,-4%,-8,5%,8%
c1ccc(Cc2c(C3CCCCC3)nc3c4ccccc4ccn23)cc1,-11%,6%,-14%,26%,i,3%,?,-16%,16%
O=C(Cn1c2ccccc2c(=O)c2ccccc21)Nc1ccccc1F,nt,15%,i,0%,i,2%,13,15%,14%
CC1CN(C(=O)COc2ncnc3ccccc23)CC(C)O1 (stereo unspecified),-9%,5%,i,0%,-105%*,1%,4,23%,4%
Cc1cccc(-n2ncc3c2CCCC3NC(=O)CCc2ccncc2)c1C (stereo unspecified),6%,3%,-33%[inhibitor],-1%,i,-7%,14,5%,-10%
CCCCSC(=S)NC1CCS(=O)(=O)C1 (stereo unspecified),4%,9%,-11%,-30%,i,0%,-12,-3%,?
Cc1nonc1NC(=O)CSc1nnnn1-c1ccccc1,0%,15%,-9%,8%,i,1%,-8,-1%,16%
O=c1[nH]c2ccc(NC(=S)Nc3ccc(Cl)cc3Cl)cc2[nH]1,14%,-4%,-15%[57.5 µM],-16%,i,0%,21,-10%,5%
CCCCN1C=C(C(C)=O)C(=O)CC1,4%,?,i,-2%,i,18%,-9,3%,18%
O=c1cc(O)nc(-c2ccc(Cl)cc2)s1,10%,-21%,-23%,-3%,i,-22%,0,10%,-11%

# Next compounds follow:
SMILES,FUS suppressor,TDP43 rescue,PTHR1 ag,GLP1R ag,Akt phos inh,aSyn rescue,DRD3 antagonist,Abeta rescue,GLP1R inv ag
Cc1ccc(-n2ncc3c(NNC(=O)c4ccco4)ncnc32)cc1Cl,-5%,17%,i,-5%,i,-10%,13,5%,-33%
COc1ccc(C2(c3ccc(OC)cc3)NC(=O)N(CC(=O)Nc3cc(C)ccc3OC)C2=O)cc1,17%,-7%,8%,-3%,i,-1%,1,7%,?
O=C(Nc1ccncc1)OCc1ccccc1,-9%,-9%,-15%,2%,i,2%,5,9%,42%[activator]
Oc1ccc(-c2nc(-c3ccc(O)c(O)c3)cs2)cc1,nt,2%,-23%,5%,i,2%,-4,-9%,?
Cc1oc(-c2ccc(Cl)cc2)nc1CN1CCCC(C(=O)N2CCOCC2)C1 (stereo unspecified),15%,-3%,-54%[inhibitor],0%,i,-2%,-2,0%,?
Cc1ccc(CC(=O)N/N=C/c2ccc3c(c2)OCO3)cc1,4%,18%,-7%,2%,i,-2%,-5,-13%,22%
CCOc1ccc(/C=C/C(=O)Nc2ccccc2C(F)(F)F)cc1,nt,8%,i,-1%,i,-8%,15,0%,25%
CCOc1ccc(NC(=O)c2sccc2-n2cccc2)cc1,-27%,?,-18%,24%,i,1%,7,-15%,?
CSc1ncccc1C(=O)OCC(=O)NCc1ccccc1,nt,-3%,-15%,0%,i,-5%,7,5%,18%
Cc1noc(C)c1COC(=O)CCc1nc2ccccc2c(=O)[nH]1,13%,-6%,-15%[57.5 µM],-4%,i,3%,3,?,2%
CCN(CCO)Cc1csc2cccc(Br)c12,nt,4%,i,4%,i,-9%,17,-14%,0%
CCOC(=O)C1=C(COC(=O)COc2ccccc2C(C)C)NC(=O)NC1C (stereo unspecified),22%,22%,-60%[inhibitor],1%,i,9%,-9,21%,-24%
Cc1cc(C)n2c(SCCC(C)C)nnc2n1,13%,12%,i,?,i,5%,-4,-3%,49%[activator]
CCCCC(=O)Nc1nnn(CCC)n1,16%,-10%,-10%[57.5 µM],1%,i,-3%,-11,4%,1%
Cc1ccccc1NC(=O)Cc1nc(COC(=O)c2ccc(Cl)c(S(N)(=O)=O)c2)cs1,38%,14%,-34%[inhibitor],11%,i,0%,6,9%,3%
CC(C)C[C@@H](CNCC(=O)[C@H](CC(C)C)NC(=O)c1[nH]cnc1C(=O)N[C@@H](C)CN)NC(=O)c1nc[nH]c1C(=O)N[C@@H](C)C(=O)O,-15%,12%,-23%,25%,i,-1%,-1,8%,-15%
COc1ccccc1N(CC(=O)NC1CCCC1)S(=O)(=O)c1cccc(C(F)(F)F)c1,11%,-11%,i,-1%,i,-1%,-8,6%,?
COc1ccc(CCN=C(N)NS(=O)(=O)c2ccc(C)c(C)c2)cc1OC,6%,-3%,i,22%,i,-4%,-5,-1%,125%[activator]
O=C(/C=C/c1ccc2ccccc2c1)c1ccoc1,1%,1%,-4%[57.5 µM],-2%,i,-1%,0,11%,19%
Cc1ccc(CNC(=O)C2CCC(=O)N(CCc3cccc(F)c3)C2)s1 (stereo unspecified),4%,4%,-18%,1%,i,3%,-6,28%,8%
O=C(NCc1ccccc1F)C1CCCN(C(=O)Nc2ccccc2)C1 (stereo unspecified),-6%,-8%,i,10%,i,0%,6,0%,-27%
Cc1ccc(C)c(N2CCN(S(=O)(=O)c3ccc4c(c3)NC(=O)CS4)CC2)c1,26%,?,-13%,2%,i,7%,-6,?,?
O=S(=O)(Nc1ccc(N2CCCCC2)cc1)c1ccc(F)c(F)c1,-9%,15%,-40%[inhibitor],-2%,i,-10%,9,18%,?
COc1ccc(OC)c(CN2C(=O)c3ccccc3C2c2nnnn2-c2c(C)cccc2C)c1 (stereo unspecified),14%,18%,-8%,-3%,i,-14%,0,-6%,9%
O=C(Nc1ccc(F)c(Cl)c1)C1Cc2ccccc2CN1S(=O)(=O)c1ccc(F)cc1 (stereo unspecified),-14%,?,-29%,nt,nt,nt,nt,2%,10µM*

# Following part:
SMILES,FUS suppressor,TDP43 rescue,PTHR1 ag,GLP1R ag,Akt phos inh,aSyn rescue,DRD3 antagonist,Abeta rescue,GLP1R inv ag
Cc1cccc(NS(=O)(=O)c2ccc(C)c(C(=O)NCC(c3cccs3)N3CCOCC3)c2)c1 (stereo unspecified),30%,12%,-27%,-3%,i,2%,2,2%,-9%
CC1(C)Cc2c(C#N)c(N)sc(=S)c2CO1,-4%,-10%,?,18%,i,2%,?,-5%,176%[activator]
Cc1ccc(C(=O)COc2ccc3ccc(=O)oc3c2)cc1,0%,11%,-10%,16%,i,-5%,-5,0%,58%[activator]
Cc1ccc(-c2nn(CC(=O)NC3CCCCC3)c3c2cnc2ccccc23)cc1,-25%,21%,i,nt,nt,nt,nt,0%,10%
Cc1cccc(C)c1NC(=O)C(NC=O)c1ccc(Cl)cc1 (stereo unspecified),nt,12%,i,-1%,i,5%,-56*,3%,0%
O=C(COc1ccccc1)Nn1c(-c2ccccc2)nc2ccccc2c1=O,15%,9%,-22%,8%,i,7%,-26,5%,-15%
CCOc1ccc(OCC)c(NC(=O)C2CCCN2S(=O)(=O)c2cccc3cccnc23)c1 (stereo unspecified),?,19%,-28%,18%,i,-1%,7,11%,-13%
COc1cc(/C=C/C(=O)O)cc(Br)c1O,18%,-12%,i,-1%,i,4%,9,-7%,29%
O=C(NCc1ccco1)C1CCN(C(=O)c2ccc([N+](=O)[O-])cc2)CC1,10%,6%,-25%,-22%,i,-5%,-15,4%,20%
COc1ccccc1N1CCN(C2CCCN(C(=O)c3ccoc3)C2)CC1 (stereo unspecified),-2%,-32%[inhibitor],-2%,-1%,i,0%,-11,-2%,-18%

# Source: PubChem BioAssay (National Center for Advancing Translational Sciences (NCATS))
